Compound activity as filed in PubChem BioAssay.
Fh CTSL1 inh = counter-screen for PFM18AAP inhibitors: inhibitors of F. hepatica cathepsin L1; inhibition, % at 5.96 µM; AID 1906; hit rate 0.49% among 300,000; recombinant F. hepatica cathepsin L1, Z-Leu-Arg-MCA fluorescence;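 active = inhibition above the mean of all tested compounds plus 3 SD, set per screening campaign, cut at about 17% in these data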;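 also: 0% = plate median of test compound wells and 100% = 1 µM Z-Phe-Ala-diazomethylketone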
PP1 inh = counter-screen for PP5 inhibitors: inhibitors of human PP1-alpha | purified PP1alpha, OMFP fluorescence | inhibition, % at 6.7 µM | hit rate 0.9% among 320,000 | AID 2235;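 active = inhibition above the mean inhibition of all tested compounds plus 3 SD, computed separately for each screening campaign, cut at about 15% in these data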
Target sequence (P62136 whole entry, looked up): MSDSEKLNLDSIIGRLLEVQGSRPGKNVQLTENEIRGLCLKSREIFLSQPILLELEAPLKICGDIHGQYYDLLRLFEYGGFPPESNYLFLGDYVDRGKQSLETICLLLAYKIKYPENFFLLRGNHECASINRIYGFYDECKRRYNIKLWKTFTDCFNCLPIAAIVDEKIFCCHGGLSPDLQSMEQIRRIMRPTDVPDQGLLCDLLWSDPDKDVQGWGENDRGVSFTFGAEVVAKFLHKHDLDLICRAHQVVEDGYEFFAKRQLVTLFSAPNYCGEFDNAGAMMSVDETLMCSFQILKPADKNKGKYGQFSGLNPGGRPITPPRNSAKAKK
PP5 primary = PP5 (human) phosphatase inhibition | P53041 | purified PP5c, OMFP substrate fluorescence | inhibition, % at 6.7 µM | hit rate 0.18% among 320,000;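 active = inhibition above the campaign's mean inhibition across all tested compounds plus 3 SD, cut at about 9.5% in these data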;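 also: 0% = DMSO only and 100% = 100 µM cantharidin control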
proCasp7 act = activates human procaspase-7, counter-screen for procaspase-3 activators; recombinant procaspase-7, Ac-DEVD-pNA absorbance 405 nm; D23A/D198A/D206A triple mutant, cannot self-cleave; scale: DMSO 0, 5 µM enzyme 100; activation, % at 8.5 µM; hit rate 0.093% among 330,000; AID 463210;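 active = percent activation above the screen-wide mean plus 3 SD, cut at about 25% in these data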
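Replicates: singlicate. Assay system: Procaspase-7 triple mutant (PC-7 D3A). Signal: 405 nm absorbance of p-nitroaniline. Times: 1 h preincubation, 2 h reaction. Buffer or medium: Zinc-free HEPES pH 7.4 with 300 mM NaCl, 0.01% Triton X-100. Also added: DEVD-pNA substrate. Benchmarks: DMSO wells as 0%, DMSO with 5 µM added PC-7 as 100%.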
VLA-4 inh = inhibition in a human VLA-4 binding assay; P13612; VLA-4 expressing cells, ligand binding flow cytometry; inhibition, % (about 7 µM as worked out from the volumes in the protocol); hit rate 0.2% among 330,000; AID 2557; in the data active = inhibition above about 50%
GRK2 aptamer HTS = human GRK2 inhibition via aptamer displacement | P25098 | bead flow cytometry, FAM-aptamer displacement from GRK2 | inhibition of aptamer binding, % at 10 µM | hit rate 0.59% among 330,000 | AID 488847;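 active = inhibition of aptamer binding above 40%, roughly 3 SD of noise, on plates passing a quality check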;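 also: median bead fluorescence of bound FAM aptamer so fluorescent compounds give negative values; no value below 0 was filed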
proCasp3 act = activators of human procaspase-3 | P42574 | recombinant procaspase-3 D3A, Ac-DEVD-pNA absorbance 405 nm | activation, % at 8.5 µM | hit rate 0.11% among 330,000;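 active = activation above the mean of all tested compounds plus 3 SD, cut at about 21% in these data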;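 also: 0% = DMSO alone and 100% = DMSO wells spiked with extra 5 µM PC-3 D3A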
Target sequence (P42574 whole entry D9A/D28A/D175A): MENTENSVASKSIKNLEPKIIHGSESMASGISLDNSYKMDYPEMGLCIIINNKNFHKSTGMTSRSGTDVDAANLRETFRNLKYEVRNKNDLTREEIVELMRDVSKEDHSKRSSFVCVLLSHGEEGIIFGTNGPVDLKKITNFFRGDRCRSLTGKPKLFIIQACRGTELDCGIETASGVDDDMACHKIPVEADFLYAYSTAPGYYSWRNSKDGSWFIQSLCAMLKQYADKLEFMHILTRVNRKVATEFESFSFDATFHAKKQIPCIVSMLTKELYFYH
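assay system = Procaspase-3 D3A mutant | signal = absorbance at 405 nm, 0 and 120 min | times = 1 h preincubation plus 2 h reaction at 25 °C | repeats = single replicate | read-out = % activation between DMSO and enzyme-spiked controls | medium = Zinc-free HEPES saline buffer with Triton X-100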
GASC-1 inh = blocks human GASC-1 demethylase activity; GST-JMJD2C(1-420) H3K9me3 demethylation, DELFIA europium; hit rate 0.069% among 330,000; inhibition, % at 2.35 µM; Q9H3R0;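 active = more than half of a compound's replicate wells show inhibition beyond 50%, single wells judged on their own value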;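 also: signal counts dimethyl H3K9 product captured on neutravidin plate; 0% = median of DMSO wells and 100% = 0.3 times that DMSO median; strong numbers were not always called active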
Target sequence (Q9H3R0 1-420 limits assumed): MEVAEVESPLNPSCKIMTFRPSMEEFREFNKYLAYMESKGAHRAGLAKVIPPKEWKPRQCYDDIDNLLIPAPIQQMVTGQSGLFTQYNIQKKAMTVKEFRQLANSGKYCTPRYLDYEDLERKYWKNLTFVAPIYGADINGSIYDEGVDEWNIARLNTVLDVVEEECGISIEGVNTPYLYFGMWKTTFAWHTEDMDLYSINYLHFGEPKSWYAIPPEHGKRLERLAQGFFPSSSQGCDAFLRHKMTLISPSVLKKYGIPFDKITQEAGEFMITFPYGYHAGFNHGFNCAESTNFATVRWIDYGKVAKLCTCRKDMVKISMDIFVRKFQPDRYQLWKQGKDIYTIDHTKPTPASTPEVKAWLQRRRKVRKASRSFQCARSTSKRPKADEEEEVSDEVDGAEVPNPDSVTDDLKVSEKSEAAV
core dimer inh = blocks dimerization of HCV core protein. TR-FRET GST/Flag-core106 dimerization, 1536-well. inhibition, % at 5 µM. hit rate 0.33% among 300,000. AID 1899;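 active = inhibition above the mean of all tested compounds plus 3 SD, set per screening campaign, cut at about 45% in these data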
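Material: GST/Flag-tagged HCV core106 proteins. Incubation: 4 h, 22.5 °C incubation. Read-out basis: inhibition (%) from 671 over 617 nm ratio. Measured by: TR-FRET, excitation 340 nm, emission 617 and 671 nm.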
* = called active by the depositor; i = inactive; / = not tested or not shown.

The line under a structure holds: Fh CTSL1 inh	PP1 inh	PP5 primary	proCasp7 act	VLA-4 inh	GRK2 aptamer HTS	proCasp3 act	GASC-1 inh	core dimer inh
- Clc1ccc(C2=NCCN2)cc1
→ -1	-4	2.9	6	11	0	-2	1	-1
- COc1cccc(C(=O)N(CN2CCCC2=O)c2cccc(Cl)c2)c1
→ -7	-1	-0.7	-4	2	2	-7	-1	-8
- COc1cc(C=C2C(=O)OC(C)(C)OC2=O)cc(Cl)c1OCC(=O)Nc1ccccc1
→ 6	8	1.9	-1	-7	0	6	17	8
- Cc1nc(-c2nc(-c3c(C(=O)NN)noc3C)cs2)cs1
→ 1	-2	3.8	-4	6	1	10	-2	8
- COc1ccc(OC)c(C(=O)NC(CC(N)=O)c2ccc(NCc3ccc(F)c(F)c3)c([N+](=O)[O-])c2)c1 (configuration not stated)
→ 3	6	4.8	-2	14	0	-1	-1	-2
- O=C(COC(=O)CNC(=O)c1cccc([N+](=O)[O-])c1)Nc1cccc(S(=O)(=O)N2CCCCC2)c1
→ -6	0	0.8	-2	9	0	3	-8	9
- CCOC(=O)c1c(NC(=O)C2COc3ccccc3O2)sc2c1CCN(Cc1ccccc1)C2 (configuration not stated)
→ 4	-5	-0.1	-3	/	8	-6	3	-15
- COc1ccc(CNS(=O)(=O)c2cc3c4c(c2)C(C)C(=O)N4CCC3)cc1 (configuration not stated)
→ 3	-3	0.2	8	-5	4	9	-2	2
- CCOC(=O)N1CCN(S(=O)(=O)c2c(C)cc(C)cc2C)CC1
→ -1	0	1.5	2	21	0	-12	0	-1
- Cc1nnc(NC(=O)c2ccc(Br)o2)s1
→ 1	-4	-0.6	3	37	85*	-5	8	9
- COc1ccc(NC(=O)C2CCCN(S(=O)(=O)c3c(C)[nH]c(=O)[nH]c3=O)C2)cc1OC (configuration not stated)
→ 0	-5	-0.4	4	-3	5	0	-1	-2
- CSc1ccccc1OCc1cc(C(=O)NC(C)Cn2cncn2)no1 (configuration not stated)
→ -5	-2	2.5	-4	-16	0	2	-5	-11
- CSCCNC(C)=O
→ -7	6	1.9	0	26	61*	-1	-1	-1
- CNCCCOc1ccc2c(c1)CCC2
→ 1	-1	0.9	0	6	0	7	3	2
- CCCCc1c(O)nc(SCC(=O)c2ccccc2)n(-c2ccccc2OC)c1=O
→ 4	-1	-1.1	-6	-2	1	-7	4	-4
- COc1cccc(C(=O)N2CCn3c2nc2ccccc23)c1
→ -4	-4	-2.0	0	4	1	8	0	-5
- CCn1c(-c2cc(-c3ccc(C)cc3)nc3ccccc23)n[nH]c1=S
→ 2	-2	-0.5	-18	-3	0	-11	3	18
- CCN1/C(=N\N)c2cccc3cccc1c23
→ -2	2	0.5	1	i	20	1	27	-3
- CN(C)c1cccc(C(=O)OCC(=O)NCc2ccco2)c1
→ 0	-4	-1.6	-2	-9	0	-8	-3	2
- O=C(Nc1ccc(F)cc1)c1ccccc1F
→ 0	-3	0.3	1	9	1	0	-2	-2
- CCn1nc(NC(=O)c2ccncc2)c2cc3cccc(C)c3nc21
→ -1	5	3.3	-4	-5	0	-7	2	-21
- CCC(C)C1C(C#N)=C(N)OC2=C1C(=O)CC(C)(C)C2 (configuration not stated)
→ 0	0	2.3	5	14	0	4	3	-23
- COc1cccc(CNS(=O)(=O)c2cc3c4c(c2)CCC(=O)N4CCC3)c1
→ 13	-4	2.7	9	-6	0	-1	-34	1
- Cc1nc2ccccc2n1CCc1nc2c3ccccc3nc(=S)n2[nH]1
→ -3	1	2.8	5	-5	0	-1	-13	-3
- Cc1nnsc1-c1c(C(=O)N2CCOCC2)c(C)nn1-c1ccccc1
→ 1	-3	1.5	9	25	0	-1	-5	-3
- O=C(CSc1nnc(NC(=O)c2ccccc2[N+](=O)[O-])s1)NC1CCCC1
→ 0	-1	1.4	1	-12	0	-3	2	2
- COc1ccc(OC)c(S(=O)(=O)NNC(=S)Nc2ccc3c(c2)OCO3)c1
→ 2	-2	-1.6	-3	6	0	-7	-4	3
- O=c1nc(N2CCOCC2)nc(N/N=C/c2ccc3c(c2)OCO3)[nH]1
→ 0	-7	-0.9	8	4	0	12	-9	-10
- CC(C)Oc1ccc(CCc2nnc(SCC(=O)O)n2-c2ccccc2)cc1
→ 0	-3	2.6	2	25	2	1	-18	5
- O=C(O)c1cc(N2C(=O)C3C4C=CC(C4)C3C2=O)ccc1NCc1cccnc1 (configuration not stated)
→ 0	1	0.9	10	24	3	3	0	-2
- Cc1cc(C)c2c(N)c(C(=O)Nc3c(C)n(C)n(-c4ccccc4)c3=O)sc2n1
→ 1	-1	-1.3	10	7	2	-1	-2	-3
- COc1cccc(/C=N/NC(=O)CCC(=O)Nc2ccc(Br)cc2)c1
→ 0	6	-1.5	-5	13	39	1	-8	7
- COc1ccc(Cl)cc1NC(=O)CN(C)C(=O)c1cccc(-n2cnnn2)c1
→ /	-4	1.1	6	9	2	8	7	/
- COc1cccc(N2CCN(S(=O)(=O)c3cccc4nsnc34)CC2)c1
→ 0	1	-0.5	2	-5	0	-4	0	-9
- CC(NC(=O)c1cc(S(=O)(=O)N2CCOCC2)ccc1N1CCCC1)c1ccc(Cl)c(Cl)c1 (configuration not stated)
→ -2	-4	4.0	1	-4	0	-6	-5	4
- COc1ccc(S(=O)(=O)N2CCCC2CNC(=O)C(=O)Nc2cccc(F)c2)cc1 (configuration not stated)
→ -1	-1	0.6	-4	-8	0	-6	-1	-2
- COc1ccc2ccccc2c1/C=N/NC(=O)c1cc(C)[nH]n1
→ 5	-1	0.0	-8	-2	0	-1	12	-5
- CCOC(=O)c1c(CSc2ccccc2)n(C)c2cc(Br)c(O)c(CN(C)C)c12
→ -4	-4	2.1	4	1	1	7	1	-6
- CN1c2ccsc2C(O)=C(C(=S)Nc2ccc(F)c(Cl)c2)S1(=O)=O
→ 6	0	1.3	-25	2	0	-24	-36	10
- COCCN(C(=O)CSc1nnc(-c2ccc(C)c(C)c2)o1)c1c(N)n(CC(C)C)c(=O)[nH]c1=O
→ 4	-6	-1.1	10	21	3	13	40	-1

Of the compounds above, these contain a COOH group.
The line under a structure holds: Fh CTSL1 inh	PP1 inh	PP5 primary	proCasp7 act	VLA-4 inh	GRK2 aptamer HTS	proCasp3 act	GASC-1 inh	core dimer inh
- CC(C)Oc1ccc(CCc2nnc(SCC(=O)O)n2-c2ccccc2)cc1
→ 0	-3	2.6	2	25	2	1	-18	5
- O=C(O)c1cc(N2C(=O)C3C4C=CC(C4)C3C2=O)ccc1NCc1cccnc1 (configuration not stated)
→ 0	1	0.9	10	24	3	3	0	-2

(continued)
The line under a structure holds: Fh CTSL1 inh	PP1 inh	PP5 primary	proCasp7 act	VLA-4 inh	GRK2 aptamer HTS	proCasp3 act	GASC-1 inh	core dimer inh
- O=C(CCCn1nnnc1CN1CCOCC1)N1CCC(c2ccc(F)cc2)C1 (configuration not stated)
→ 0	-5	-3.1	7	-16	0	-2	-3	1
- COc1ccc(CCN2C(=O)C3C4CC(C5C(C(N)=O)=NOC45)C3C2=O)cc1OC (configuration not stated)
→ -2	0	3.1	-8	0	25	3	2	12
- Cc1ccc(OCC(O)Cn2c3ccccc3c3ccccc32)cc1 (configuration not stated)
→ 1	4	3.3	-1	19	0	-2	-4	-1
- COc1ccc(CC2(CO)CCN(S(=O)(=O)c3c(C)nn(C)c3Cl)CC2)cc1
→ -4	-5	-1.8	3	4	1	1	-6	-4
- CCOC(=O)c1sc2nc(C)nc(N3CCN(S(=O)(=O)c4ccccc4)CC3)c2c1C
→ /	/	/	-13	-1	0	-18	-2	/
- O=C(Nc1ccc2c(c1)C(=O)NC2=O)c1ccc(Cl)s1
→ -1	-2	0.3	8	-14	3	1	1	-6
- COc1ccccc1CN(C(=O)Cc1cccs1)C(C(=O)NC1CCCC1)c1ccncc1 (configuration not stated)
→ -7	0	-0.3	-12	1	0	5	11	5
- O=C(COC(=O)CCCSc1nc2ccccc2[nH]1)Nc1cccc(F)c1
→ -9	-3	-2.3	-1	-26	0	6	-6	-8
- CN(C)CC1CCCCC1OC(=O)c1ccc(Cl)cc1 (configuration not stated)
→ 0	1	-0.8	-2	18	0	-4	6	-4
- O=C(NCc1ccc(F)cc1)C1CCCN1C(=O)Nc1ccc(Cl)cc1 (configuration not stated)
→ -3	1	-1.1	2	8	0	-2	-7	5
- CCn1cc(CN2CCC(C(=O)Nc3cccc(-c4cccc(OC)c4)c3)CC2)cn1
→ 1	5	0.5	-5	13	23	-3	2	10
- COc1ccc(CCNC(=O)[C@@H](NC(=O)c2ccccc2F)C(C)C)cc1OC
→ 3	-5	0.4	3	-9	1	0	0	4
- Cc1cccc(NC2SC(=O)N(CC(=O)O)C2=O)c1 (configuration not stated)
→ -2	-5	0.3	-1	10	3	-1	-2	-2
- S=C(Nc1ccccc1)N(CCN1CCOCC1)Cc1cccc(Cl)c1
→ 0	3	-0.9	2	15	0	-8	2	2
- C=CCn1c(SCC(=O)Nc2ccccc2CC)nnc1-c1ccncc1
→ -4	0	-3.2	-8	3	1	1	-5	5
- Cc1cc(-c2ccccc2)nc(SC(C(=O)O)c2ccccc2)n1 (configuration not stated)
→ 0	3	0.8	2	8	4	1	-7	3
- COc1cccc(OC)c1C(=O)NC(=S)Nc1cc(-c2nc3ccccc3[nH]2)ccc1Cl
→ -1	3	2.8	-19	9	0	-6	3	25
- COc1ccc(C(=O)CN2CCN(c3ccc(F)cc3)CC2)cc1OC
→ 4	-3	0.0	7	3	0	6	-5	-1
- CC(C)c1nnc(NC(=O)CSc2nnc(-c3ccco3)o2)s1
→ -1	-3	-1.0	-17	6	0	-13	3	0
- O=S(=O)(NCC(c1cccnc1)N1CCN(c2ccc(F)cc2)CC1)c1ccc(F)cc1 (configuration not stated)
→ 4	1	1.2	-8	-41	0	-5	-5	-5
- O=[N+]([O-])c1ccc2nc(NCCCO)nc(-c3ccccc3)c2c1
→ -3	-2	1.3	-8	-3	0	3	-4	6
- O=C(Nc1cccc([N+](=O)[O-])c1)C12CC3CC(C1)CC(n1cnc([N+](=O)[O-])n1)(C3)C2
→ -3	1	0.9	0	5	0	0	-15	-4
- CC(=O)c1ccc(NC(=O)C(C)OC(=O)c2ccc3c(c2)nc(C)n3-c2ccccc2)cc1 (configuration not stated)
→ 3	-1	4.0	4	-5	0	7	5	7
- O=C(CSc1ccc(C(F)(F)F)cc1[N+](=O)[O-])N1CCOCC1
→ 4	-1	0.8	1	3	1	10	10	4
- Cc1ccc2c(c1)N(C(=O)CCC(=O)N1CCCCC1)CCO2
→ 3	9	-0.2	5	-21	0	6	-5	-7
- CCCOc1ccccc1C(=O)N(Cc1ccco1)C1CCS(=O)(=O)C1 (configuration not stated)
→ 2	-1	3.2	-4	10	0	7	0	4
- Cc1cccc(-c2c3c(=O)n(C)c(=O)n(C)c3c3cccnn23)c1
→ -3	-4	1.9	-2	19	3	-7	17	-8
